Screening data (PubChem BioAssay)
Pf Dd2 inh – P. falciparum Dd2 growth inhibition. SYBR Green, 72 h; stronger effect = lower value. activity change, % at 10 µM. 94,000 tested, 2.3% active; in the data active means activity change below about -80%; inconclusive means no clear call, values can overlap the other calls
GASC1 inh – KDM4C (human) demethylase inhibition; inhibition, % at 12.5 µM; Q9H3R0; 96,000 tested, 0.15% active; GST-KDM4C 2-372, H3K9me3 peptide, LANCE TR-FRET;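 active means mean replicate inhibition above about 25%, with at least 55% of replicates also reaching it, limit read from the data, passing the limit was not always enough; inconclusive means only one of those two conditions met; inactive means neither condition met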
Target sequence (Q9H3R0 2-372 limits assumed): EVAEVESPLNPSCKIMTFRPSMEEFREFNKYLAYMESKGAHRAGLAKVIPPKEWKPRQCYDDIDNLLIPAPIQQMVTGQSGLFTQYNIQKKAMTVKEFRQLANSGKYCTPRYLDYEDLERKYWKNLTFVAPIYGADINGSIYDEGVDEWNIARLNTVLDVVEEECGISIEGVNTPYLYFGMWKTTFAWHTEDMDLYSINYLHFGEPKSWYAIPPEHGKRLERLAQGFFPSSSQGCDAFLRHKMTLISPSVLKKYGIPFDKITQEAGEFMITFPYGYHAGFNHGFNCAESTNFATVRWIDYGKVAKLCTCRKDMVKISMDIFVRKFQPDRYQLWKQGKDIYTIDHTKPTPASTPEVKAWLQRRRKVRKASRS
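System: N-terminal GST-fused human GASC-1 (KDM4C) fragment, residues 2-372 / Amount: 10 nM GST-KDM4C in enzyme reaction / Also added: H3K9me3 peptide with Fe(II)/2OG / Times: 30 min demethylation and 1 h detection at room temperature / Signal: LANCE TR-FRET / Read-out basis: Fall in 671/618 emission ratio as inhibition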
Tcruzi prolif – T. cruzi proliferation inhibition; T. cruzi beta-gal in NIH3T3, GalScreen luminescence, 90 h; inhibition, % at 8.34 µM; 77,000 tested, 5.9% active; AID 624255;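 active means mean inhibition above about 93%, with at least 55% of replicates each passing it, limit read from the data, passing the limit was not always enough; inconclusive means only one of those two conditions holds; inactive means neither condition holds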
C diff growth – C. difficile growth inhibition; Clostridium difficile clinical isolate growth, OD600, 24 h; stronger effect = lower value; growth activity, negative = inhibition, % at 16 µg/mL (by protocol); 86,000 tested, 0.25% active;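 active means mean growth activity at or below -80% and every replicate also at or below -80%; inconclusive means mean at or below -80% but some replicate above -80%; inactive means mean growth activity above -80%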;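 further: 0% = DMSO wells and -100% = levofloxacin 16 µg/mL wells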
* marks the source's active call; other numbers are inactive results; ? = inconclusive; . = no result given.

The opening 2 entries (preview)
SMILES	Pf Dd2 inh	GASC1 inh	Tcruzi prolif	C diff growth
C[C@H](NC(=O)C[C@@H]1CC[C@H](NC(=O)c2cccnc2)[C@@H](CO)O1)c1ccccc1	5	0.7	-22	.
CO[C@H]1CN(C)C(=O)c2cc(NC(C)=O)ccc2OC[C@H](C)N(CCC(F)(F)F)C[C@H]1C	-5	0.7	0	.

This part in full, from the first entry:
SMILES	Pf Dd2 inh	GASC1 inh	Tcruzi prolif	C diff growth
C[C@H](NC(=O)C[C@@H]1CC[C@H](NC(=O)c2cccnc2)[C@@H](CO)O1)c1ccccc1	5	0.7	-22	.
CO[C@H]1CN(C)C(=O)c2cc(NC(C)=O)ccc2OC[C@H](C)N(CCC(F)(F)F)C[C@H]1C	-5	0.7	0	.
C[C@H](CO)N1C[C@H](C)[C@@H](CN(C)Cc2cccc(C(=O)O)c2)OCc2cn(nn2)CCCC1=O	8	-0.6	-18	.
CCCNC(=O)N1[C@H](C#N)[C@@H](c2ccccc2-c2ccccc2)[C@@H]1CO	-6	0.3	.	-5
O=C(C[C@H]1CC[C@H]2[C@@H](COC[C@@H](O)CN2Cc2ccc3c(c2)OCO3)O1)Nc1ccccc1	-9	0.7	71	.
CCC(=O)N1[C@H](CO)[C@@H](c2ccccc2)C12CN(CC1CCOCC1)C2	1	-0.5	.	1
CC(C)NC(=O)N1[C@H](C#N)[C@H](c2ccc(-c3ccc(F)cc3)cc2)[C@@H]1CO	?	1.3	?	13
CCC(=O)Nc1ccc2c(c1)OC[C@H](C)N(C(=O)CC1CC1)C[C@H](C)[C@@H](OC)CN(C)C2=O	-5	-0.9	18	0
C[C@H]1CN([C@@H](C)CO)C(=O)c2cc(NC(=O)Nc3ccc4c(c3)OCO4)ccc2O[C@H]1CN(C)C(=O)Nc1ccc(F)cc1	-1	0.8	26	10
CO[C@H]1CN(C)C(=O)c2cc(NC(=O)C3CCC3)ccc2OC[C@H](C)N(Cc2ccc(F)cc2)C[C@H]1C	.	-0.6	32	.
C[C@@H]1CN([C@H](C)CO)C(=O)c2cc(NC(=O)CCN3CCOCC3)ccc2O[C@@H]1CN(C)CC1CCCCC1	9	-1.3	8	1
CCC(=O)N1CC2(C1)[C@H](c1ccc(-c3ccc(C#N)cc3)cc1)[C@H](CO)N2C(C)=O	-13	0.3	.	-4

Pulled by structure from above:
SMILES	Pf Dd2 inh	GASC1 inh	Tcruzi prolif	C diff growth
O=C(C[C@H]1CC[C@H]2[C@@H](COC[C@@H](O)CN2Cc2ccc3c(c2)OCO3)O1)Nc1ccccc1	-9	0.7	71	.
CCC(=O)N1CC2(C1)[C@H](c1ccc(-c3ccc(C#N)cc3)cc1)[C@H](CO)N2C(C)=O	-13	0.3	.	-4
CCCNC(=O)N1[C@H](C#N)[C@@H](c2ccccc2-c2ccccc2)[C@@H]1CO	-6	0.3	.	-5
C[C@H]1CN([C@@H](C)CO)C(=O)c2cc(NC(=O)Nc3ccc4c(c3)OCO4)ccc2O[C@H]1CN(C)C(=O)Nc1ccc(F)cc1	-1	0.8	26	10

Later entries.
SMILES	Pf Dd2 inh	GASC1 inh	Tcruzi prolif	C diff growth
O=C(c1ccc2c(c1)OCO2)N1CC2(C1)[C@H](c1ccccc1)[C@H](CO)N2C(=O)C1CCCC1	-7	-0.4	.	-2
COc1ccc(C#Cc2ccc3c(c2)[C@H]2[C@H](CCN2C(=O)CN2CCOCC2)[C@H](CO)N3C)cc1	-56	2.4	99*	-7
CCC(=O)N1CC(=O)N2[C@H](C1)[C@H](c1ccc(-c3ccc(C(=O)N(C)C)cc3)cc1)[C@@H]2CO	6	-0.1	.	-4
COc1ccc(S(=O)(=O)Nc2ccc3c(c2)C(=O)N([C@@H](C)CO)C[C@H](C)[C@@H](CN(C)S(=O)(=O)c2cccs2)O3)cc1	-27	1.5	-36	-1
O=C1CN(Cc2ccccc2)C[C@H]2[C@H](c3ccc(Br)cc3)[C@@H](CO)N12	3	-1.8	.	58
C[C@@H]1CCCCO[C@@H](CN(C)C(=O)NC2CCCCC2)[C@@H](C)CN([C@@H](C)CO)C(=O)c2cc(NS(=O)(=O)c3ccc(Cl)cc3)ccc2O1	-26	-0.4	99*	3
C[C@@H]1CN([C@H](C)CO)C(=O)c2cc(NS(=O)(=O)c3ccccc3)ccc2O[C@@H]1CN(C)Cc1ccc(Cl)c(Cl)c1	22	0.3	.	2
C[C@H]1CN([C@@H](C)CO)C(=O)c2cc(-c3cccc(C#N)c3)cnc2O[C@@H]1CN(C)Cc1ccc(F)cc1	-29	0.2	-44	2
CCCNC(=O)[C@H]1[C@H](CO)[C@H]2Cn3c(cccc3=O)[C@@H]1N2Cc1ccccc1	.	0.1	-27	2
C[C@@H]1CCCCO[C@@H](CN(C)C(=O)CCCN(C)C)[C@@H](C)CN([C@H](C)CO)C(=O)c2cc(NC(=O)CCCN(C)C)ccc2O1	3	3.6	.	-3
C[C@@H]1CCCCO[C@@H](CN(C)S(C)(=O)=O)[C@H](C)CN([C@@H](C)CO)C(=O)c2cc(NC(=O)Nc3ccc(C(F)(F)F)cc3)ccc2O1	20	-0.1	33	-2
COc1cccc(C(=O)N2C[C@@H]3[C@H](c4ccccc42)[C@H](CO)N3Cc2cccnc2)c1	-35	-0.9	69	-4
CC(=O)N1[C@@H](CO)[C@H](c2ccccc2)[C@@H]1CN(C(=O)c1ccccc1)C(C)C	3	-0.1	27	11
O=C(NCC[C@@H]1CC[C@@H](NS(=O)(=O)Cc2ccccc2)[C@@H](CO)O1)C1CCCCC1	18	-0.6	.	0
N#C[C@@H]1[C@@H](c2ccccc2)[C@@H](CO)N1C(=O)c1cc(Cl)cc(Cl)c1	13	-1.6	91	15
CCCNC(=O)N(C)C[C@@H]1[C@@H](c2ccccc2)[C@H](CO)N1C(=O)c1ccccc1	3	-0.6	29	0
CN1c2ccc(Br)cc2[C@@H]2[C@@H](CCN2C(=O)Cc2ccccc2)[C@H]1CO	11	-1.2	17	-2
CNC[C@@H]1Oc2c(NS(=O)(=O)c3ccc(OC)cc3)cccc2C(=O)N([C@H](C)CO)C[C@H]1C	11	-0.6	-5	1
COc1ccc(-c2ccc3c(c2)[C@H]2[C@H](CCN2S(=O)(=O)c2ccccc2C)[C@@H](CO)N3)cc1	17	-3.8	78	-5
C[C@@H]1CN([C@@H](C)CO)S(=O)(=O)c2ccc(C#CC(C)(C)O)cc2O[C@H]1CN(C)C(=O)CC1CC1	-12	0.9	22	-3
C[C@H]1CN([C@@H](C)CO)C(=O)c2cc(C#CC(C)(C)O)cnc2O[C@@H]1CN(C)Cc1cncnc1	2	-0.6	63	6
Cc1ccc(-c2ccc([C@H]3[C@@H](CO)N4C(=O)CN(C(=O)c5ccncc5)C[C@H]34)cc2)cc1	-37	0.7	.	-1
O=C(NC1CCCC1)N1CCCCN2[C@H](CO)[C@@H](c3ccc(-c4cncnc4)cc3)[C@@H]2C1	12	-1.5	32	13
Cc1cc(C(=O)Nc2cccc3c2O[C@H](CN(C)S(=O)(=O)c2ccc(Cl)cc2)[C@H](C)CN([C@@H](C)CO)C3=O)n(C)n1	-39	-1.8	3	-10
O=C(c1ccccn1)N1C[C@@H]2[C@H](c3ccccc31)[C@@H](CO)N2C(=O)Nc1ccccc1F	5	-0.6	-6	-4
C[C@@H]1CCCCO[C@H](CN(C)C(=O)c2ccccc2)[C@@H](C)CN([C@@H](C)CO)C(=O)c2cc(NC(=O)Cc3ccccc3)ccc2O1	-67	0.1	.	-4
CCCNC(=O)Nc1ccc2c(c1)C(=O)N(C)[C@H]1CC[C@H](CC(=O)NCCCN(C)C)O[C@H]1CO2	13	2.4	-18	1
O=C(C[C@@H]1CC[C@@H]2[C@H](COC[C@H](O)CN2C(=O)c2ccccc2F)O1)NCc1ccccc1	2	-1.4	-2	.
CO[C@H]1CN(C)C(=O)c2ccc(NC(=O)CC(F)(F)F)cc2OC[C@@H](C)N(CC2CC2)C[C@H]1C	-86*	1.5	.	-1
C[C@H](CO)N1C[C@H](C)[C@@H](CN(C)S(=O)(=O)c2ccc(F)cc2)OCCCC[C@H](C)Oc2ccc(NS(=O)(=O)c3cn(C)cn3)cc2C1=O	-33	-0.7	.	3
COCC#Cc1cnc2c(c1)C(=O)N([C@@H](C)CO)C[C@H](C)[C@@H](CN(C)Cc1ccc3c(c1)OCO3)O2	-26	1.4	.	2
C[C@@H]1CN([C@H](C)CO)C(=O)Cc2cc(NC(=O)Cn3cnnn3)ccc2O[C@@H]1CN(C)C	12	1.2	10	-3
Cc1ccc(S(=O)(=O)N(C)C[C@H]2Oc3c(NS(=O)(=O)c4ccc(Cl)cc4)cccc3C(=O)N([C@@H](C)CO)C[C@@H]2C)cc1	-17	-1.2	75	-5
C[C@@H]1CN([C@@H](C)CO)C(=O)c2cc(NC(=O)NC3CCCCC3)ccc2O[C@@H](C)CCCCO[C@H]1CN(C)C(=O)c1ccccc1	0	0.1	-54	-6
CO[C@@H]1CN(C)C(=O)c2ccc(NC(=O)c3ccc4c(c3)OCO4)cc2OC[C@H](C)N(CC2CC2)C[C@@H]1C	-7	0.3	.	.
C[C@H](CO)N1C[C@H](C)[C@H](CN(C)S(=O)(=O)c2cn(C)cn2)OCCCC[C@H](C)Oc2ccc(NC(=O)c3ccccc3)cc2C1=O	-43	-4.0	-4	4
CCCNC(=O)N1[C@@H](CO)[C@@H](c2ccccc2)C12CN(CCC(F)(F)F)C2	-6	-0.3	.	-2
C[C@H](CO)N1C[C@H](C)[C@H](CN(C)C(=O)Cc2ccncc2)Oc2cc(C3=CCCC3)ccc2S1(=O)=O	-42	-0.6	80	0
CC(=O)N1[C@@H]2c3ccc(-c4ccccc4)c(=O)n3C[C@@H]2[C@@H](CO)[C@@H]1C(=O)NC1CCC1	9	0.4	33	-3
O=C(Nc1ccccc1Cl)N1C[C@@H]2[C@H](c3ccccc31)[C@@H](CO)N2Cc1ccncc1	-8	2.4	41	5
O=C(NCC1CC1)[C@H]1[C@H](CO)[C@H]2Cn3c(ccc(-c4cccc(F)c4)c3=O)[C@H]2N1CC1CCCC1	-48	3.9	45	21
C[C@@H]1CN([C@@H](C)CO)C(=O)c2cc(C3=CCCC3)cnc2O[C@@H]1CN(C)C(=O)Nc1ccc(C(F)(F)F)cc1	-30	-2.2	?	32
N#C[C@H]1[C@@H](c2ccccc2C2=CCCCC2)[C@@H](CO)N1C(=O)Nc1ccccc1F	-21	-0.8	.	15
CCC(=O)N1[C@@H](CO)[C@@H]2c3ccccc3N(C(=O)CC(F)(F)F)C[C@@H]21	10	1.3	6	-5
CNC[C@@H]1OCCCC[C@H](C)Oc2ccc(NC(=O)Nc3ccc(C(F)(F)F)cc3)cc2C(=O)N([C@@H](C)CO)C[C@H]1C	-23	-0.8	25	32
COc1ccc(CN(C)C[C@@H]2Oc3ccc(NC(=O)Cc4ccccc4)cc3CC(=O)N([C@H](C)CO)C[C@H]2C)cc1	6	.	50	2
CCC(=O)N1C[C@@H](C)[C@@H](OC)CN(C)C(=O)c2ccc(NC(=O)Nc3ccc(Cl)cc3)cc2OC[C@H]1C	-5	2.3	65	.
CN1CCN(C(=O)C[C@H]2CC[C@@H]3[C@H](COC[C@@H](O)CN3Cc3ccc4c(c3)OCO4)O2)CC1	2	0.3	0	.
COc1cccc(NC(=O)N(C)C[C@@H]2Oc3cc(Br)ccc3S(=O)(=O)N([C@@H](C)CO)C[C@H]2C)c1	-6	-0.6	-6	-2
CCOC(=O)N(C)C[C@H]1OCc2ccccc2-c2c(n(C)c3ccccc23)C(=O)N([C@H](C)CO)C[C@@H]1C	-3	1.2	-3	.
CCC(=O)N1[C@@H](CO)[C@@H](c2ccccc2)[C@@H]1CN(C)C(=O)c1ccccc1F	-22	1.3	25	6
O=C(CN1CCOCC1)N[C@H]1CC[C@H](CCNC(=O)C2CCCC2)O[C@H]1CO	-3	-0.7	.	-1
N#C[C@@H]1[C@@H](c2ccccc2)[C@H](CO)N1S(=O)(=O)c1cccc(F)c1	3	-0.9	25	-2
C[C@H]1CN([C@@H](C)CO)C(=O)Cc2cc(NC(=O)Nc3cccc4ccccc34)ccc2O[C@H]1CN(C)S(=O)(=O)c1ccc(F)cc1	-44	-1.1	32	-11
C[C@@H]1CN([C@@H](C)CO)C(=O)c2cc(NS(C)(=O)=O)ccc2O[C@@H](C)CCCCO[C@H]1CN(C)Cc1ccccc1	-12	-1.5	-22	1
CCC(=O)N(C)C[C@@H]1Oc2cc(-c3ccc(F)cc3)ccc2S(=O)(=O)N([C@@H](C)CO)C[C@H]1C	-17	0.9	46	-4
Cc1noc(C)c1NC(=O)N(C)C[C@@H]1Oc2ccc(NS(C)(=O)=O)cc2CC(=O)N([C@H](C)CO)C[C@@H]1C	14	-0.7	12	6
CCC(=O)N[C@@H]1CC[C@H](CCNC(=O)Nc2ccc(C(F)(F)F)cc2)O[C@@H]1CO	-27	3.6	37	.
